PV pol inh: inhibitors of poliovirus RNA polymerase binding and polymerization | hit rate 0.66% among 150,000 | poliovirus polymerase elongation, fluorescence polarization; active compounds read low | % elongation, % (compound at 16.7 µg/mL) | P03300; in the data active means % elongation below about 90%; further: some results filed as inactive read as strong as hits
Target sequence (P03300 1749-2209 limits assumed): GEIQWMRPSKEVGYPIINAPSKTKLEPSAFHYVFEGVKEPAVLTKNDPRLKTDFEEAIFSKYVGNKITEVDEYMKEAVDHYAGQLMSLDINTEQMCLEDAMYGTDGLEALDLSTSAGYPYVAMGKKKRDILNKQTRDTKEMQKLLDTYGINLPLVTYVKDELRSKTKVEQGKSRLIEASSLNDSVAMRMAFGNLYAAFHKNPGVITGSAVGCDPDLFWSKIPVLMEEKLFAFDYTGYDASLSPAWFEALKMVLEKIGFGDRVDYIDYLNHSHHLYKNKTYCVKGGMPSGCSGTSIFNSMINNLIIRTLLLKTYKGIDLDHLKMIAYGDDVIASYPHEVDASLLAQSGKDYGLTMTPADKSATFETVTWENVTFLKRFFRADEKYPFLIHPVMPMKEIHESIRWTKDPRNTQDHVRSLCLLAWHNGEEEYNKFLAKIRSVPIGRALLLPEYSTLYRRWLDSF
PV pol inh FP z-score: recorded beside PV pol inh, whose call it bears; z-score; measured here: FP z-score; hits read low
Numbers without * were called inactive.

Second line of a record – PV pol inh | PV pol inh FP z-score
O=C(Nc1ccc(S(=O)(=O)NCC2CCCO2)cc1)C1CC(=O)N(c2ccc(Cl)cc2)C1 (stereo not given)
    98.0 | -1.5
Cc1ccc(C=Nc2ccccc2OCc2ccccc2)cc1C
    104.0 | 0.2
CCOC(=O)Cc1nnc2c(Nc3cc(C)ccc3C)nc3nonc3n12
    102.0 | 0.1
CCn1cc(NC(=O)NCc2ccco2)c(=O)c2ccc(C)nc21
    104.0 | 1.3
COc1ccc(C2c3ccsc3CCN2C(=O)NC(C)(C)C)cc1 (stereo not given)
    103.0 | 0
c1cc(CNC2CCCCC2)n(-c2nnc(N3CCCC3)s2)c1
    102.0 | 0.5
COc1ccccc1CN(C)C(=S)NC1CC1
    101.0 | -0.3
Cc1ccc(N(C)C(=O)CCS(=O)(=O)c2ccc3c(c2)n(C)c(=O)c(=O)n3C)cc1
    103.0 | 0.2
CC1(C)CC(=O)C(C2C3=C(CC(C)(C)CC3=O)Oc3ccccc32)C(=O)C1 (stereo not given)
    103.0 | 0.4
Cc1cc(/C(=N/O)C(C)(C)NO)ccc1Cl
    100.0 | -0.1
COc1ccc(NC(=O)c2c(NC(=O)CSc3nnc(C4CC4)n3C)sc3c2CCCC3)cc1
    111.0 | 0.8
COc1ccc(CN2C(=O)c3oc4ccccc4c(=O)c3C2c2ccc(O)cc2)cc1 (stereo not given)
    105.0 | 0.1
O=C(COC(=O)Cc1c[nH]c2ccccc12)Nc1ccccc1
    103.0 | 0.5
O=c1cc(CN2CCN(S(=O)(=O)/C=C/c3ccccc3)CC2)nc2sccn12
    105.0 | 0.3
O=C(c1ccc(Cl)c(S(=O)(=O)NCc2cccnc2)c1)N1CCN(c2ncccn2)CC1
    99.0 | -0.1
CCc1ccc(Oc2c(C(F)(F)F)oc3c(CN4CCCC(C)C4)c(O)ccc3c2=O)cc1 (stereo not given)
    102.0 | -0.3
CC(=O)Nc1ccc(NS(C)(=O)=O)cc1
    103.0 | 0.3
COc1ccc2cc3c(N)nn(C(=O)CCn4c(=S)oc5ccccc54)c3nc2c1
    103.0 | 0.5
COC(=O)c1cc(S(=O)(=O)NCC2CN(Cc3ccccc3)CN(Cc3ccccc3)C2)oc1C
    104.0 | 0.2
CCC(=O)NC(Nc1sc(C)c(CC)c1C#N)(C(F)(F)F)C(F)(F)F
    102.0 | -0.1
CN=CC1=C(O)C(C(=O)OC)C(C)(C)CC1=O (stereo not given)
    103.0 | 0.6
CC(C)(C)C(=O)Nc1ccccc1Cc1ccccc1
    109.0 | 0.9
N#C/C(=C\c1ccc(N2CCOCC2)cc1)C(=O)NCc1ccccc1
    110.0 | 1
COC(=O)c1ccc(COC(=O)C(c2ccccc2)c2ccccc2)o1
    103.0 | 0.2
NC(=O)c1ccccc1NC(=O)COC(=O)CC1CC2CCC1C2 (stereo not given)
    103.0 | 0.9
CC(=O)N1CCc2cc(Br)cc(S(=O)(=O)N3CCN(c4cccc(C)c4)C(C)C3)c21 (stereo not given)
    105.0 | 0.1
CCCN(CCN1CCNCC1)C(O)C1C(=O)CC(C)(C)CC1=O (stereo not given)
    98.0 | -1.6
Cc1nn(-c2ccc(Cl)cc2)c2nc(-c3cccnc3)cc(C(F)(F)F)c12
    107.0 | 0
CN1CC(=O)N(CN2CCN(S(=O)(=O)c3ccccc3C#N)CC2)C1=O
    103.0 | -0.4
O=C(/C=C/c1ccco1)OCc1nnc(-c2ccccc2)o1
    108.0 | 0.5
O=C(COC(=O)C1CC(=O)N(Cc2ccccc2)C1)c1ccc(F)cc1 (stereo not given)
    97.0 | -0.5
CN1C(=O)Cc2cc(S(=O)(=O)CCC(=O)N3CCN(c4ccc(Cl)cc4)CC3)ccc21
    111.0 | 0.3
Cc1ccc(NC(=O)Nc2nnc(SCC(=O)N(C(C)C)C(C)C)s2)cc1
    105.0 | -0.5
CCCCc1ccc(NC(=O)c2cc3c(=O)n4ccccc4nc3n2C)cc1
    112.0 | 1.2
Cc1nn2c(=O)/c(=C/C=C/c3ccccc3)sc2nc1=O
    102.0 | 0
CN(C)S(=O)(=O)c1ccc2oc3nnc(SCC(=O)C(C)(C)C)n3c2c1
    104.0 | 0.6
CCN1C[C@]2(COC)CC[C@H](OC)[C@]34C5C[C@@H]6[C@@H](OC)CC7(OCO[C@]7([C@H]13)[C@@H](O)C24)C5[C@H]6OC (stereo not given in full)
    100.0 | 0
Cc1noc(-c2ccccc2)c1NC(=O)Nc1ccc2sccc2c1
    101.0 | -0.5
COc1ccccc1OCC(=O)N1CCN(c2ccccc2)CC1
    105.0 | 0.6
O=C(CCC(=O)c1cccs1)Nc1ccc(OCc2ccccc2)cc1
    103.0 | 0.4
CCCOc1ccc(/C=N/NC(=O)c2cccc(S(=O)(=O)N3CCOCC3)c2)c(O)c1
    110.0 | 0.7
O=C(OCCCn1c(=O)[nH]c2ccccc21)c1ccc2c(c1)S(=O)(=O)c1ccccc1C2=O
    103.0 | 0
C(#Cc1ccccc1)CN1CCN(c2ccccn2)CC1
    101.0 | -0.7
CCOc1ccc(C(=O)Nc2c(C)ccc3nsnc23)cc1Br
    101.0 | -0.1
CCCCC(=O)Nc1cc(C)c(O)c(-c2nc3ncccc3o2)c1
    101.0 | -1.1
COc1cccc(CNC(=O)Cn2ncn3cccc3c2=O)c1
    105.0 | 1.2
CC(=O)Nc1cccc(/C(C)=N/N=C2/NC(=O)C(CC(=O)Nc3ccc(Cl)cc3)S2)c1 (stereo not given)
    99.0 | -0.2
CCc1cccc(C)c1NC(=O)CCS(=O)(=O)c1cc(Br)cc2c1N(C(=O)C1CC1)CC2
    103.0 | -0.7
CCOC(=O)c1c(NC(=O)C2c3ccccc3Oc3ccccc32)sc(C)c1C
    109.0 | 0.9
CCN(CC1COc2ccccc2O1)C(=O)c1ccccc1Cl (stereo not given)
    107.0 | 0.7
COC(=O)C1=C(C)C(c2ccccc2OC)NC(=O)N1 (stereo not given)
    100.0 | -0.4
CC1CCC(NC(=O)COc2ccccc2C(N)=O)CC1 (stereo not given)
    103.0 | 0.2
O=C(Cc1ccccc1)NCC(c1cccs1)N1CCOCC1 (stereo not given)
    104.0 | 0.6
CC(C)(C)C(=O)NCCc1nc2ccccc2n1CCCCOc1ccccc1
    104.0 | -0.5
CN(C(=O)COC(=O)c1ccc(C(C)(C)C)cc1)c1ccccc1
    101.0 | -0.1
Cc1ccc(C(=O)c2oc3ccccc3c2NC(=O)CCCN2C(=O)c3ccccc3C2=O)cc1
    104.0 | 0
COc1cc2c(cc1OC)C(c1cc(OC)c(O)c(OC)c1)CC(=O)N2 (stereo not given)
    110.0 | 1
O=C(Cn1c(-c2cccs2)cc2ccccc21)NC1CCCC1
    101.0 | -0.4
CCCC(=O)NCCc1nc2ccccc2n1CCC
    103.0 | 0.4
O=C(/C=C1/Sc2ccccc2N(Cc2ccc(F)cc2)C1=O)N1CCCC1
    101.0 | 0

Remaining list, next part:
Second line of a record – PV pol inh | PV pol inh FP z-score
CC1CCCN(S(=O)(=O)c2ccccc2)C1 (stereo not given)
    107.0 | 0.3
COc1ccc(CCNCc2sccc2C)cc1
    101.0 | -0.4
S=c1nc(C2CC2)[nH]c2ccccc12
    98.0 | -0.7
CCCSc1nc2ccccc2n1CC(=O)NCc1ccccc1OC
    102.0 | 0.2
O=C(c1ccccc1)N1CCN(C(=O)c2ccccc2)CC1
    101.0 | -0.1
NCCCSC1=NCCCN1
    104.0 | 0.4
C=CCn1c(-c2c(Nc3ccc(Cl)cc3)sc(C(=O)c3ccccc3)c2N)nnc1N1CCOCC1
    102.0 | 0.1
COc1cc(C(=O)Nc2sc3c(c2C#N)CCCC3)c(Br)c(OC)c1OC
    106.0 | 0.3
CC1CCCC(NC(=O)CN2CCCN(Cc3ccc(F)cc3Cl)C2=O)C1C (stereo not given)
    103.0 | 1.1
CCN(C(=O)c1cnn(-c2ccccc2)n1)c1nc2c(C)cccc2s1
    107.0 | 0.7
CCn1cc(C=C(C#N)C#N)c2ccccc21
    105.0 | 1.2
CSc1ccc(CNC(=O)CCn2c(=O)c3cccn3c3ccc(F)cc32)cc1
    103.0 | -0.7
O=C(CCn1nc(-c2ccc(Cl)cc2)ccc1=O)NCCN1CCN(c2cccc(Cl)c2)CC1
    102.0 | 0.6
Cc1ccccc1OCC(O)Cn1c2ccccc2c2ccccc21 (stereo not given)
    101.0 | 0
CC(C)NC(=O)C(N)Cc1c[nH]c2ccccc12 (stereo not given)
    101.0 | -0.2
CCN(CC)CCCNC(=O)Cn1c(-c2cccs2)cc2cc(Cl)ccc21
    115.0 | 0.8
C/C=C(\C)C(=O)O[C@H]1C[C@@H](OC(C)=O)[C@@]2(C(=O)OC)CO[C@@H]3C2[C@]12CO[C@](O)(C(=O)OC)[C@H]2[C@](C)(C12O[C@@]1(C)[C@H]1C[C@@H]2OC2OC=C[C@@]21O)[C@@H]3O (stereo not given in full)
    98.0 | -0.1
O=c1oc2ccc3ccccc3c2cc1-c1nnc(Nc2ccc(F)cc2)s1
    118.0 | 2
CCc1nc(Nc2ccc(F)c(Cl)c2)c2c3c(sc2n1)CCCC3
    85.0* | -5.5*
Cc1cc(C(=O)O)c(CN2CCCC2)o1
    103.0 | 0.2
O=c1c2ccccc2c(-c2ccccc2)nn1Cc1ccccc1
    104.0 | 0.5
CCCOc1ccc(Nc2nc(SC)ncc2C(=O)OCC)cc1
    110.0 | 0.8
CCn1ncc(CN2CCN(C(=S)Nc3ccc(Br)cc3Cl)CC2)c1C
    102.0 | 0.8
CN(/N=C1/CCN(C2CCCCC2)C1=O)c1ccc(Cl)cc1
    104.0 | 0.2
COc1ccc(-c2cc(-c3ccccc3)nc(SCC(=O)CC(=O)OC(C)C)c2C#N)cc1
    105.0 | 0.3
Cc1cc(C#N)c(C)n1-c1ccc(Br)cc1
    104.0 | 0.5
CCCn1ccc2c(OCC(=O)Nc3ccccc3C(=O)OCC)cccc2c1=O
    105.0 | -0.4
Cc1nn(C2CCS(=O)(=O)C2)c(Cl)c1/C=C/C(=O)OCCCn1c(=O)[nH]c2ccccc21 (stereo not given)
    104.0 | 0.3
COc1ccc(C)c(N2C(=O)CC(N3CCN(c4ccc(F)cc4)CC3)C2=O)c1 (stereo not given)
    104.0 | 0.4
COC(=O)CSc1nc2[nH]c(=O)cc(O)c2s1
    101.0 | -0.5
Cn1cc(-c2nc3ccccc3[nH]2)c(-c2ccccc2)n1
    107.0 | 0.5
COc1ccccc1C(O)(C(=O)NNc1cccc(Br)n1)c1ccccc1OC
    104.0 | 0.7
CCN1CCN(CCCNC(=O)c2cc3c(=O)n(CC)c4ccccc4c3s2)CC1
    99.0 | -0.4
O=C(Cn1c(=O)sc2ccccc21)OCc1ccccc1
    101.0 | -0.2
CCc1ccc(CNC(=O)CN2C(=O)c3cccnc3Oc3ccc(Cl)cc32)cc1
    103.0 | -0.6
COc1ccc(C2OC(=O)C(C)(C)C(=O)C2C)cc1OC (stereo not given)
    103.0 | 0.6
CC(Sc1oc(-c2ccco2)nc1S(=O)(=O)c1ccc(Br)cc1)c1ccccc1 (stereo not given)
    101.0 | -1.4
O=S(=O)(Nc1nc2ccccc2nc1OCC(F)(F)F)c1cccs1
    95.0 | -0.4
CCc1ccc(C2CC(=O)NC3=C2C(=O)CCC3)cc1 (stereo not given)
    104.0 | 0.6
Cc1ccc(NC(=O)COC(=O)CSC2CCS(=O)(=O)C2)cc1C (stereo not given)
    101.0 | -0.2
Cc1nc(SCc2c(F)c(F)c(F)c(F)c2F)c2ccccc2n1
    103.0 | 0.1
CCOC(=O)CSc1nsc(SCC(=O)OCC)c1C#N
    101.0 | 0
COc1ccc(C(=O)N/N=C2\CCc3ccccc32)cc1OC
    106.0 | 0.4
Cc1csc(NC(=O)CSc2ccccc2)n1
    103.0 | 0
Nc1cc(C(F)(F)F)ccc1Sc1nc2ccccc2s1
    103.0 | 0
CN(C)c1ccc(CNC(=O)CN(C)S(=O)(=O)c2ccc3c(c2)c(=O)n(C)c(=O)n3C)cc1
    105.0 | 0.2
CCN1CCC(N(Cc2ccc3c(c2)OCO3)C(=O)Nc2cc(Cl)ccc2C(=O)OC)CC1
    116.0 | 1
CC(C)(C)C(=O)Nc1ccc2nc(SCC(=O)N3CCCC3)sc2c1
    112.0 | 1.1
CCCn1c(NCc2ccc(C)o2)nc2ccccc21
    101.0 | -0.4
Cc1ccccc1OC(C)C(=O)O/N=C(\N)c1cccnc1 (stereo not given)
    100.0 | -0.4
COC(=O)CCCC[C@H]1SC[C@H]2NC(=O)N[C@]21O
    101.0 | 0.4
CC1=C(C(=O)Nc2ccc(C)cc2C)C(c2ccccc2[N+](=O)[O-])n2ncc(C(=O)Nc3ccccc3)c2N1 (stereo not given)
    106.0 | 0.1
Cc1ncc(CO)c(/C=N/NC(=O)c2ccc(O)cc2)c1O
    102.0 | 0.9
Cc1ccc2[nH]c(=O)c(CN(Cc3cccnc3)S(=O)(=O)c3ccccc3)cc2c1
    102.0 | -0.1
S=C(NCc1ccco1)N/N=C1\CSCc2ccccc21
    100.0 | -0.3
O=c1c(N2CCN(c3cccc(Cl)c3)CC2)csc2ccc(Cl)cc12
    111.0 | 0.8
COc1ccc(CCNC(=O)C(F)(F)F)cc1
    97.0 | -0.9
COc1ccccc1C(CNC(=O)c1cccc(-n2cnnn2)c1)N1CCCC1 (stereo not given)
    102.0 | 0.2
Cc1nc2ccn(Cc3ccco3)c(=O)c2cc1C(=O)NCc1ccco1
    103.0 | 0.7
CC1(C)CC(NCC(=O)NC2CC(C)(C)NC(C)(C)C2)CC(C)(C)N1
    105.0 | 1.5

By substructure: the compounds so far containing a CF3 group (6)
Second line of a record – PV pol inh | PV pol inh FP z-score
CCc1ccc(Oc2c(C(F)(F)F)oc3c(CN4CCCC(C)C4)c(O)ccc3c2=O)cc1 (stereo not given)
    102.0 | -0.3
CCC(=O)NC(Nc1sc(C)c(CC)c1C#N)(C(F)(F)F)C(F)(F)F
    102.0 | -0.1
Cc1nn(-c2ccc(Cl)cc2)c2nc(-c3cccnc3)cc(C(F)(F)F)c12
    107.0 | 0
O=S(=O)(Nc1nc2ccccc2nc1OCC(F)(F)F)c1cccs1
    95.0 | -0.4
Nc1cc(C(F)(F)F)ccc1Sc1nc2ccccc2s1
    103.0 | 0
COc1ccc(CCNC(=O)C(F)(F)F)cc1
    97.0 | -0.9

A portion of the library. The share of hits here may be higher or lower than overall.
